Screens from PubChem BioAssay.
Lipid droplet – inhibitors of hepatocyte lipid droplet formation, primary screen, imaging, high-throughput imaging, BODIPY stain | AML12 mouse hepatocytes, oleate lipid droplets | inhibition, % at 6.5 µM | 240,000 compounds, 0.4% hits | AID 1656, 2009;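 active = lipid droplet intensity inhibited by at least 50%, with more than 500 cells counted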
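Test system: AML12 hepatocytes (mouse); reagent: oleate loading, 100 µM; dosing: one dose, 6.5 µM compound; incubation: overnight exposure; signal: fluorescence imaging, 20x objective, two fields per well; read-out basis: % inhibition of corrected integrated BODIPY droplet signal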
Lipid droplet cells 6.5 µM – also measured in Lipid droplet; calls as there; cell count; measured here: cell count, cytotoxicity flag;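 cells counted across two imaged fields per well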
* marks the source's active call; other numbers are inactive results. These rows are one share of the data. The share of hits here may be higher or lower than overall.

Start of the listing, in advance (three entries):
canonical_smiles	Lipid droplet cells 6.5 µM	Lipid droplet
O=C1CC(c2ccco2)Sc2ccccc2N1 (configuration not stated)	419	-1
Cc1ccc(/C=N\NC(=O)CC(=O)NCCc2ccccc2)cc1	816	-6
Cc1ccnc(NC(=O)c2ccc3c(c2)C(=O)N(CCC(C)C)C3=O)c1	664	7

The list itself, repeating the preview:
canonical_smiles	Lipid droplet cells 6.5 µM	Lipid droplet
O=C1CC(c2ccco2)Sc2ccccc2N1 (configuration not stated)	419	-1
Cc1ccc(/C=N\NC(=O)CC(=O)NCCc2ccccc2)cc1	816	-6
Cc1ccnc(NC(=O)c2ccc3c(c2)C(=O)N(CCC(C)C)C3=O)c1	664	7
CC(=O)Nc1ccc(S(=O)(=O)Oc2ccc(Br)cc2C(=S)N2CCOCC2)cc1	650	-6
COc1ccc(/C=C(/NC(=O)c2ccc(C)cc2)C(=O)NCc2ccncc2)cc1	711	15
COc1ccc(-c2nn(-c3ccccc3)cc2/C=C2/SC(=S)N(CCC(=O)O)C2=O)c(C)c1	806	-6
CC(=O)c1cccc(NC(=O)/C(=C\c2cccnc2)NC(=O)c2ccccc2)c1	816	-3
CCOc1cc(N2CCOCC2)c(OCC)cc1NC(=O)[C@H](C)NC(=O)c1ccco1	756	7
CCC(CC)C(=O)Nc1nnc(S(=O)(=O)N(CC)c2ccc(OC)cc2)s1	784	-4
COc1ccc(OCCN2CCOCC2)cc1	817	-2
S=C(NCc1ccccc1)NCc1ccc(Cl)cc1	660	-8
COc1ccc(C(=O)Nc2ccc(NC(=O)Cc3ccccc3)cn2)cc1	822	-8
COc1ccccc1CNC(=S)Nc1ccc(F)cc1	837	-4
COc1ccc(CN2CCNC(=O)C2CC(=O)N(C)CCC2CCOCC2)c(OC)c1 (configuration not stated)	796	7
O=C(c1ccc(COc2ccccc2Cl)o1)N1CCOCC1	795	-7
CC(=O)N(c1ccccc1)C1CC(C)N(C(=O)c2ccccc2)c2ccccc21 (configuration not stated)	784	-8
CCOC(=O)C1CCN(Cc2cccc(OCc3ccccc3)c2)CC1	756	-1
O=C(NCC(c1ccco1)N1CCCC1)c1sc2ccccc2c1Cl (configuration not stated)	665	-1
O=C(Nc1cc(Cl)ccc1Cl)C1CCCO1 (configuration not stated)	776	-1
O=C(c1ccc(NS(=O)(=O)c2ccc(F)cc2)cc1)N1CCN(c2ccccc2O)CC1	690	2
CC(C)C(NC(=O)c1ccco1)C(=O)NCc1ccc(C(=O)O)cc1 (configuration not stated)	835	8
Clc1cccc(CN2C3=NCCCN3c3ccccc32)c1	855	-1
Cn1cc(/C=N/NC(=O)c2ccccc2O)c2ccccc21	776	-3
COc1ccc(NC(=O)Cn2c([N+](=O)[O-])cnc2C)cc1Cl	822	-2
O=C(N=C1SC2CS(=O)(=O)CC2N1Cc1ccccc1)C1CCCCC1 (configuration not stated)	665	-1
CC(C)c1nc(SCC(=O)NCC2CCCO2)c2c(=O)n(C)c(=O)n(C)c2n1 (configuration not stated)	851	11
CC(C)(C)C(=O)N1CCN(c2ccc(NC(=O)c3ccco3)cc2)CC1	799	-13
O=C(Cc1ccccc1)N1CCC2(CC1)NCCc1[nH]cnc12	729	-1
CC1CC(C)CN(C(=O)Cn2c(=O)c3cccn3c3cccnc32)C1 (configuration not stated)	741	0
CC(C)[C@H](NC(=O)[C@@H]1CSC2c3ccccc3C(=O)N21)C(=O)NC1CCCC1 (some centres not stated)	746	16
CC1CCN(S(=O)(=O)c2ccc(NC(=O)C3CC3)cc2)CC1	818	2
Cc1ccc(Cl)cc1NC(=O)Nn1cnnc1	829	1
CC(C)(C)Nc1nc(Nc2ccc([N+](=O)[O-])cc2)nc(NC(C)(C)C)n1	784	32
COc1ccccc1N1CCN(C(=O)c2sc3ncnc(N4CCN(c5ccccn5)CC4)c3c2C)CC1	808	-14
O=C1C2CCCCN2C(=O)N1CCCCN1CCN(c2cccc(Cl)c2)CC1 (configuration not stated)	794	-1
CC(NC(=O)c1ccc([N+](=O)[O-])o1)C12CC3CC(CC(C3)C1)C2 (configuration not stated)	790	-12
O=C(CCN1C(=O)S/C(=C/c2ccccc2)C1=O)Nc1ccc(C(=O)O)c(O)c1	746	10
COC(=O)c1sccc1NC(=O)Nc1ccc(OC)cc1	795	-19
CCCCn1c(=O)[nH]c(=O)c2c1nc(-c1ccc(OC)c(Br)c1)n2CC(C)C	713	2
O=C(CSc1nnc(COc2ccccc2)o1)Nc1ccc(F)cc1	847	13
COc1ccc2c(c1OC)C(=O)N1C2SC(C)(C)[C@H]1C(=O)NC(C)C (some centres not stated)	431	7
COCCCn1c(SCC(=O)Nc2ccc(NC(C)=O)cc2)nc2sc3c(c2c1=O)CCC3	846	2
Cc1nn(CCCC(=O)NCc2ccccc2)c(=O)c2nn(-c3ccccc3)c(C)c12	679	-40
O=C1CSc2ccc(S(=O)(=O)N3CCN(c4ccccc4F)CC3)cc2N1	675	25
COc1ccc(S(=O)(=O)N2CCN(c3ccc(F)cc3)CC2)cc1C(=O)N1CCCC1	741	-14
COc1cccc(OCc2cc(C(=O)N3CCN(c4ccccc4O)CC3)no2)c1	628	6
Cc1onc(-c2ccccc2)c1C(O)c1ccc(F)cc1 (configuration not stated)	911	-2
CC(Nc1nc(=S)nc(Nc2ccc(F)cc2)[nH]1)c1ccccc1 (configuration not stated)	831	5
CCC(=O)Nc1c(-c2ccc3ccccc3c2)nc2ccccn12	822	2
COc1ccc(/C=C2\SC(=O)N(CC(=O)NC3C=CS(=O)(=O)C3)C2=O)cc1 (configuration not stated)	688	-3

(continued)
canonical_smiles	Lipid droplet cells 6.5 µM	Lipid droplet
O=C(O)CNS(=O)(=O)c1ccc2c3c(cccc13)C(=O)N2	778	-10
CN1CCCN(Cc2ccccc2Br)CC1	818	-1
COc1ccc(NC2CCCN(C(=O)c3ccc(CSC)o3)C2)cc1OC (configuration not stated)	675	-8
COc1ccc(NC(=O)c2cc(S(=O)(=O)N3CCc4ccccc43)cn2C)cc1OC	758	-5
COc1cccc(NC(=O)N2CCC(NC(=O)C(Cc3cccc(C)c3)NC(C)=O)CC2)c1 (configuration not stated)	774	-6
COc1ccc(CCn2c(=N)c(S(=O)(=O)c3ccc(C)cc3)cc3c(=O)n4ccccc4nc32)cc1	653	1
Cc1cccc(Cl)c1OCCCn1ccnc1	795	-4
O=C(Nc1ccnn1C1CCN(Cc2ccccc2F)CC1)C1CCCC1	637	0
COc1cc(NC(=O)NNC(=O)c2cc3occc3n2C)cc(OC)c1OC	732	27
CN(C)CCCNc1oc(/C=C/c2cccs2)nc1S(=O)(=O)c1ccccc1	650	-22
N#Cc1ccc(COC(=O)CC(NC(N)=O)c2ccc(Cl)cc2)cc1 (configuration not stated)	799	5
CCS(=O)(=O)Nc1cc2c3c(c1)CCN3C(=O)CC2	747	-4
CN(Cc1ccon1)C(=O)C1CCC(=O)N(CCc2ccc(Cl)cc2)C1 (configuration not stated)	712	20
Cc1ccccc1C(=O)Nc1ccc(S(=O)(=O)N2CCCC2)cc1	844	-12
Cc1cc(CN(C)C(=O)c2ccc3nc(Cc4ccccc4F)oc3c2)n[nH]1	818	0
COc1ccc(C)cc1NC(=O)CCNS(=O)(=O)c1cccc2nonc12	831	-3
COc1ccc(/C=C2\SC(=S)N(CCC(=O)N(CCO)c3ccccc3)C2=O)cc1OC	831	-8
CC1CCCCN1Cc1c(O)ccc2c(=O)c(-c3ccc(Cl)cc3Cl)coc12 (configuration not stated)	772	-11
CC(C)N(Cc1ccc(F)cc1)C(=O)c1cc2ccccc2oc1=O	838	-8
O=C(NC1CCCC1)C(c1ccc(F)cc1)N(C(=O)c1csnn1)C1CCCC1 (configuration not stated)	829	-21
Cc1ccc(NC(=O)CCN2C(=O)C3C4CCC(C4)C3C2=O)cc1[N+](=O)[O-] (configuration not stated)	840	1
Cc1cccc(OCC(=O)NCC(=O)N/N=C/c2ccccc2)c1	844	25
COc1ccc(NS(=O)(=O)c2cccs2)cc1S(=O)(=O)N1CCOCC1	743	14
C[n+]1cn(Cc2cc(Cl)ccc2OC(F)F)c2ccccc21	808	-1
CCn1cc(C(=O)NCCC(=O)NCCO)c(=O)c2cc3c(cc21)OCO3	731	2
O=C(CCS(=O)(=O)c1ccccc1)Nc1nc2cc3c(cc2s1)OCCO3	821	-1
COc1ccc(Cc2nc3ccc(C(=O)NCCc4ccncc4)cc3o2)cc1OC	706	-4
NC(=S)N=Nc1ccc(NN=C(N)N)cc1	781	-16
O=C(c1cc(COc2ccc(F)cc2F)on1)N1C[C@H]2CC[C@H]1C2	802	0
CC(=O)c1cc2c(cc1NC(=O)Cn1nc(-c3ccc(F)cc3)ccc1=O)OCO2	752	-10
COC(=O)CN(C)C(=O)c1ccc(OC2CCN(S(=O)(=O)N(C)C)CC2)cc1	763	3
Cn1cnc2cc(NCc3ccccc3O)ccc21	860	-9
O=C(CN1C(=O)CSc2ccc(S(=O)(=O)N3CCOCC3)cc21)NCc1ccc(F)cc1	748	12
Fc1cccc(NC(=S)NC2CCCCCCC2)c1	757	-16
Cc1ccccc1NC(=O)CC(=O)Nc1ccccc1C	830	12
CCC[C@@H](OS(N)(=O)=O)[C@@H](Cc1ccccc1)C(=O)OCC	768	4
CC(=O)N1CCC(C(=O)Nc2ccc(S(=O)(=O)N3CCCCC3)cc2)CC1	703	-7
Cc1oc2c(C)c3oc(=O)c(CCC(=O)N4CCC(C(=O)NCCC(=O)O)(c5ccccc5)CC4)c(C)c3cc2c1C	683	6
C=CCNC(=S)Nc1ccccc1-c1nnc2n1CCCCC2	758	-6
CN(C)c1ccc2nc3c(=O)[nH]c(=O)nc-3n(CC(O)C(O)C(O)CO)c2c1 (configuration not stated)	828	-5
COc1cc(/C=C/C(=O)O)cc(OC)c1	812	0
COc1ccc(-n2nnnc2SCC(=O)Nc2ccc(OC)cc2OC)cc1	834	7
CC(C)NC(=O)COc1coc(CN2CCN(c3cccc(Cl)c3)CC2)cc1=O	645	4
O=[N+]([O-])c1cc([N+](=O)[O-])c(Oc2cncc(Cl)c2)cc1NN1CCCCC1	757	-28
CSc1ccc(S(=O)(=O)N2CCC(C(=O)N3CCOCC3)CC2)cc1	724	-77
O=C(CCc1ccccc1)N1CCCC1	825	3
COc1ccc(NC(=O)c2cc3ccccc3oc2=O)c(OC)c1	843	-3
CC1CCCCC1NC(=O)CN1CCC(NC(=O)c2ccc([N+](=O)[O-])cc2)CC1 (configuration not stated)	754	-3
COc1cc(/C=C/C(=O)N2CCc3ccccc3C2)cc(OC)c1OC	825	0
CCOc1cc(/C=C(\C#N)C(=O)Nc2cccc(C(=O)O)c2)ccc1OCc1ccccc1Cl	705	-6

Next records follow:
canonical_smiles	Lipid droplet cells 6.5 µM	Lipid droplet
COc1ccc(C(=O)NNC(=O)C(=O)N2CCCCC2)cc1OC	669	-2
COc1ccc(-n2c(=S)[nH]c3cc(C(=O)Nc4ccc(C)c(F)c4)ccc3c2=O)c(OC)c1	834	-10
COc1cc2c(cc1OC)C(C(=O)Nc1cc(C)c(OC)c(C)c1)CC(=O)N2 (configuration not stated)	797	-5
CCCc1cc(=O)n2nc(N3CCC(C(=O)NCc4ccco4)CC3)sc2n1	747	-6
O=C(NCc1ccccc1)c1cc2ccccc2oc1=O	742	-5
N#CCCN1CCC(NC(=O)OCc2ccccc2)CCC1=O (configuration not stated)	805	5
Cc1c(Cl)cccc1NC(=O)Nc1cccnc1	834	-1
CC(=O)Nc1ccc(NC(=O)CSc2nncn2C)cc1	862	12
COc1ccccc1NC(=O)/C(C#N)=C/c1ccncc1	735	-2
Cc1ccc(C)c(OCC(=O)NNC(=O)c2ccc(NC(=O)C3CC3)cc2)c1	711	8
O=C1CN(c2ccccc2)C(=S)N1C(=O)c1ccc(Br)cc1	829	2
CCc1nnc(NC(=O)CN2CCN(S(C)(=O)=O)CC2)s1	830	-1
O=C(CSc1nnc(NC(=O)c2ccccc2)s1)NCC1CCCO1 (configuration not stated)	790	-6
O=S(=O)(c1ccc2ccccc2c1)N1CCOCC1	838	5
COc1ccc(C2/C(=C(\O)c3ccc4c(c3)OCCO4)C(=O)C(=O)N2CCCn2ccnc2)cc1 (configuration not stated)	732	10
COc1cc(C(=O)N(C)C2CCCCC2)ccc1OC1CCN(C(C)=O)CC1	861	9
Cn1c(SCc2cccc(Br)c2)nc2ccccc2c1=O	803	-6
O=C1C2C3C=CC(CC3)C2C(=O)N1c1ccc([N+](=O)[O-])cc1 (configuration not stated)	789	-15

Shown with each value named: entries from further up
O=C1C2CCCCN2C(=O)N1CCCCN1CCN(c2cccc(Cl)c2)CC1 (configuration not stated)
  Lipid droplet cells 6.5 µM: 794	Lipid droplet: -1
CC(NC(=O)c1ccc([N+](=O)[O-])o1)C12CC3CC(CC(C3)C1)C2 (configuration not stated)
  Lipid droplet cells 6.5 µM: 790	Lipid droplet: -12
O=C(CCN1C(=O)S/C(=C/c2ccccc2)C1=O)Nc1ccc(C(=O)O)c(O)c1
  Lipid droplet cells 6.5 µM: 746	Lipid droplet: 10

Reprinted at random: two compounds from above
canonical_smiles	Lipid droplet cells 6.5 µM	Lipid droplet
Cn1c(SCc2cccc(Br)c2)nc2ccccc2c1=O	803	-6
COc1ccc(C(=O)NNC(=O)C(=O)N2CCCCC2)cc1OC	669	-2
